Assay outcomes from PubChem BioAssay.
PfM18AAP inh – PfM18AAP enzyme inhibition; recombinant PfM18AAP, H-Glu-NHMec fluorogenic cleavage; inhibition, % at 7.35 µM; 290,000 compounds, 1.2% hits;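 active = inhibition above the campaign mean inhibition over all tested compounds plus 3 SD, cut at about 28% in these data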;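 also: 0% = plate median of test compound wells and 100% = 2 mM ZnCl2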
OXTR ag – activates the human oxytocin receptor | P30559 | CHO-OTR cells, Fluo-8 calcium fluorescence; normalized: DMSO 0%, oxytocin 100% | activation, % at 3 µM | 320,000 compounds, 0.32% hits | AID 2435;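 active = activation above the mean of all tested compounds plus 3 SD, cutoff set per screening run, cut at about 20% in these data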;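 also: peak over basal fluorescence ratio from a 100 s FLIPR kinetic read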
Target sequence (P30559 whole entry, looked up): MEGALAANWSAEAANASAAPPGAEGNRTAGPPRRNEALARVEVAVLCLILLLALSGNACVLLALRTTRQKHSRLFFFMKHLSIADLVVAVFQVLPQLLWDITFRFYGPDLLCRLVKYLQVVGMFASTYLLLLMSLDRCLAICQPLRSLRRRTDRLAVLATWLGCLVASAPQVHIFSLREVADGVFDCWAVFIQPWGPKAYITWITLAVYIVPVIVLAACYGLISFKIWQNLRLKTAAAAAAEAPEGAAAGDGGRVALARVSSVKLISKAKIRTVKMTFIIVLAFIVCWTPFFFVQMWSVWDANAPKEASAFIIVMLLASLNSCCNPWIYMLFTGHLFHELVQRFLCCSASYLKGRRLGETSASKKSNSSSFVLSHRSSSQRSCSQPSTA
MEKK2mut PB1 HTS – signal of MEK5 binding to mutant human MEKK2 PB1 domain; bead flow cytometry, Alexa488-MEK5 binding to MEKK2 mutant; percent response, % at 10 µM; 290,000 compounds, 0.35% hits; in the data active = percent response above about 24%, passing the limit was not always enough; also: inactives centre near 1; some results filed as inactive read as strong as hits
MEKK2 WT-MEK5 – raises or lowers MEK5 binding to wildtype human MEKK2 PB1 domain. Q9Y2U5. 290,000 compounds, 1.1% hits. bead flow cytometry, Alexa488-MEK5 binding to MEKK2 WT; actives lie on both sides. AID 1531. binding response (% of control), % at 10 µM; in the data active = binding response below about 67% or above about 130%
V1aR counter – counter-screen for oxytocin receptor agonists: human V1a receptor agonists | CHO-V1R cells, Fluo-8 calcium fluorescence, agonist mode; 0% DMSO, 100% 3 nM vasopressin | P37288 | AID 2797 | 320,000 compounds, 0.25% hits | activation, % at 3 µM;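 active = activation above the mean activation of all tested compounds plus 3 SD, per screening run, cut at about 20% in these data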;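 also: signal is peak over basal fluorescence ratio across a 100 second FLIPR read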
GPR7 antag – blocks human GPR7 receptor signaling; P48145; GPR7-expressing cells, fluorescence antagonist assay; inhibition, % at 4.4 µM; 290,000 compounds, 1.1% hits; AID 1861; in the data active = inhibition above about 16%, passing the limit was not always enough;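 also: cells stimulated with the agonist NPW; 0% = agonist with vehicle and 100% = vehicle without agonist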
GalR3 antagonist – human GalR3 antagonism. O60755. HEK293 GalR3-CNG cAMP membrane potential fluorescence; galR3 body fused to GalR1 C-terminus. inhibition, % at 3 µM. 360,000 compounds, 0.44% hits. AID 651719;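 active = inhibition above the screen-wide average plus 3 SD, cut at about 13% in these data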;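 also: forskolin and galanin both at EC90 stimulate the cells; cAMP rise reported by CNG channel membrane potential dye signal; 0% = forskolin plus galanin with DMSO and 100% = forskolin alone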
Target sequence (O60755 1-299 limits assumed): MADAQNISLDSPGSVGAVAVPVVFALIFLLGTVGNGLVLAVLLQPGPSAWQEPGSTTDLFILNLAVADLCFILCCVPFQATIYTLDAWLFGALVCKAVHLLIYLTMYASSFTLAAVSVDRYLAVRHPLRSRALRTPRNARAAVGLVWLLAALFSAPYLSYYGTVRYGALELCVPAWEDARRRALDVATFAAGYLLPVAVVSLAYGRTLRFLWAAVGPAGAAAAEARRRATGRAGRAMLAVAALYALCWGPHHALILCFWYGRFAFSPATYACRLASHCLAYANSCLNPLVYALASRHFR
OXTR potentiate – potentiates the human oxytocin receptor response; P30559; CHO-OTR cells, Fluo-8 calcium fluorescence, potentiator mode; 0% = oxytocin EC15, 100% = EC100; activation, % at 3 µM; 320,000 compounds, 0.061% hits;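 active = activation above that plate's cutoff, the mean activation of tested compounds plus 3 SD, cut at about 6.6% in these data, passing the limit was not always enough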;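 also: 100% uses oxytocin at 75 nM as the full agonist control; some results filed as inactive read as strong as hits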
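Material: human OTR in CHO cells. Compound: 3.0 µM, one dose. Timing: compound 6 min at room temperature before oxytocin, 100 s read. Evaluation: % activation of max/min ratio relative to oxytocin controls. Replication: single well per compound, singlicate. Signal: Fluo-8 calcium dye fluorescence.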
NALP1 inh – blocks the NALP1 inflammasome reconstituted in yeast | S. cerevisiae NALP1/ASC/caspase-1 growth, X-gal OD620, 72 h | inhibition, % at 10 µM | 280,000 compounds, 0.61% hits | AID 2071; in the data active = inhibition mostly above about 24%, no sharp cut-off; inactive = mostly below about 32%; also: some compounds called inactive have numbers as strong as hits
* = called active by the depositor; nt = no result given.

SMILES	PfM18AAP inh	OXTR ag	MEKK2mut PB1 HTS	MEKK2 WT-MEK5	V1aR counter	GPR7 antag	GalR3 antagonist	OXTR potentiate	NALP1 inh
CCOc1ccc2nc(COC(=O)c3ccco3)c(C(C)=O)[n+]([O-])c2c1	17	0.5	1	100	-0.6	-4	-4	-6	10
C=CCOC(=O)N1CCN(c2cccc(C(F)(F)F)c2)CC1	5	-0.8	1	104	0.9	0	-2	-11	-1
COc1ccc(-c2csc(N(CCCN(C)C)C(=O)c3cccs3)n2)cc1	2	11	12	130	0.6	10	-11	-10	20
Cn1c(N)c(C(=O)COC(=O)CCCc2nc3ccccc3s2)c(=O)n(C)c1=O	4	1.5	-1	113	2.5	-2	1	-5	-22
Cc1cc(NC(=O)COC(=O)[C@@H](NS(=O)(=O)c2ccc(Br)cc2)C(C)C)no1	2	0.0	1	102	0.7	-4	0	-6	nt
Cc1ncc(CC(=O)n2cc(C(=O)c3cc(Cl)ccc3O)cn2)s1	29*	2.8	4	101	1.3	-11	-3	-7	10
CC(C)(C)C(=O)NC(=S)N1CCOCC1	-3	0.4	-4	93	-0.4	0	-1	1	28
COc1cccc(NC(=O)CN2CCN(c3ccccc3F)CC2)c1	-10	-0.8	16	108	0.2	-8	0	-15	6
CCOc1ccccc1N(CC(=O)Nc1cccc2ccccc12)S(C)(=O)=O	-12	-1.4	3	106	-0.4	-5	-4	-12	17
Cc1cc(Cl)c(S(=O)(=O)Nc2ccc3c(c2)OCCO3)cc1OCC(=O)NC1CCCCC1	1	-1.8	1	92	-0.2	-3	-8	-4	-2
CC(C)(O)C#Cc1ncc(C(F)(F)F)cc1Cl	-1	-0.2	1	97	-0.6	-5	2	7	6
CN(C)S(=O)(=O)c1ccc(NC(=O)CN2C(=O)NC3(CCCC3)C2=O)cc1	1	0.8	6	106	0.3	-1	0	1	15
O=[N+]([O-])c1ccc(Cl)c(/C=N/n2c(COc3ccccc3)n[nH]c2=S)c1	4	0.0	-3	90	0.1	1	-1	3	9
O=C(CCN1CCN(c2ccccn2)CC1)Nc1ccc(F)cc1	-2	-0.5	-2	96	0.3	-8	1	-16	8
CN(C)CC/C=C1\c2ccccc2CSc2ccccc21	nt	4.2	nt	nt	2.3	nt	-4	-17	nt
COc1ccc(C)cc1NC(=O)CN1CCN(S(=O)(=O)c2ccc3ccccc3c2)CC1	nt	0.2	nt	nt	1.4	nt	-6	-5	nt
CCOc1ccccc1NC(=O)CSc1ccccc1	-1	-2.4	0	97	-1.2	-18	-6	0	27*
CCOC(=O)c1cc2sccc2n1CC(=O)Nc1ccc(OC)cc1OC	5	-1.2	-10	72	-0.1	4	-4	-8	37
Cc1ccc(CNCC(=O)Nc2ccc(C)cc2Br)cc1	7	0.4	-3	101	0.0	-3	-3	-2	9
Cc1oc(-c2ccccc2Cl)nc1CSCC(=O)NC1CC1	-9	-1.6	-11	90	-0.4	-8	0	0	2
CC(=O)CCc1oc2ccccc2c1-c1ccccc1	5	-2.3	4	96	-1.4	-16	-3	-1	nt
CCn1ncc([N+](=O)[O-])c1C(=O)Nc1c(C)nn(Cc2ccc(F)cc2)c1C	4	-0.5	2	100	-0.3	-14	3	-3	4
O=S(=O)(NNC(=S)NCC1CCCO1)c1cc(Cl)ccc1Cl (configuration not stated)	-12	0.2	-4	95	0.5	-18	-1	0	6
CCc1ccc(OCC(=O)Nc2ccc3[nH]ncc3c2)cc1	4	0.2	2	99	0.3	-8	-8	-5	12
C[C@H](NC(=O)c1ccco1)C(=O)N1CCN(c2ccc(C(F)(F)F)cn2)CC1	nt	3.7	nt	nt	2.2	nt	-4	-4	nt
COc1ccc(C2(C)NC(=O)N(CC(=O)N(c3ccccc3)C3CCS(=O)(=O)C3)C2=O)cc1 (configuration not stated)	nt	1.2	nt	nt	1.5	nt	-1	-1	nt
COc1ccc(CCNC(=O)CSc2nnc(CNc3ccc(Cl)cc3)o2)cc1OC	1	11	-3	97	14	3	-3	-21	-62
O=C(c1cc(-c2cccc(O)c2)on1)N1CCN(C(c2ccccc2)c2ccccc2)CC1	3	1.0	0	95	0.6	-1	0	-3	nt
CN(C(=O)COC(=O)c1cc(=O)[nH]c2ccccc12)c1ccccc1	nt	-0.4	nt	nt	-0.1	nt	-6	-7	nt
C[C@H](O)[C@@H](C(=O)N1CCN(C(=O)OC(C)(C)C)CC1)n1cc(CCCCNC(=O)OC(C)(C)C)nn1	-1	0.2	3	97	0.7	-12	-3	-2	12
COc1ccc(CCN(C)CCC(=O)Nc2cc(C)ccc2C)cc1OC	3	1.7	6	106	2.9	2	-1	-6	16
O=C(CCN1C(=O)C2C3CCC(C3)C2C1=O)OCC(=O)c1ccc(Cl)cc1 (configuration not stated)	-1	nt	-3	99	nt	-6	-3	nt	10
O=C(NCc1ccc2c(c1)OCO2)c1ccc(N2CCCC2=O)cc1	-1	-0.3	-2	100	0.8	-8	-2	-8	-4
CCOC(=O)c1nc(N/N=C/c2ccccc2)sc1Br	-2	-0.3	1	101	-0.3	-14	-9	-9	-4
CCOC(=O)N1CCN(C(=O)CSc2nnc(-c3ccc(C)c(C)c3)o2)CC1	2	-0.6	0	102	0.5	-6	-2	0	9
COC(=O)c1cc(NC(=O)C2C3C=CC(C3)C2C(=O)O)cc(C(=O)OC)c1 (configuration not stated)	4	-0.5	-1	98	0.2	-4	-6	-2	-2
CCOC(=O)C(/C(C)=N/NC(=O)C1CC1c1ccccc1)C(C)C (configuration not stated)	0	-1.8	2	104	-0.5	1	-2	4	8
COc1ccccc1OCc1nnc(SCC(=O)N2CCCCC2)n1-c1ccccc1	0	-1.7	1	99	-1.2	12	0	-5	-1
CCOc1ccc(NC(=O)c2ccc3c(c2)OCCO3)cc1S(=O)(=O)N(CC)CC	nt	-2.2	nt	nt	0.4	nt	-7	1	nt
O=C(O)C1CC=CCC1C(=O)Nc1cc(Cl)ccc1Cl (configuration not stated)	4	-1.3	2	105	0.3	-1	-2	-6	-69
Nc1c(/C=C2\C=Nc3ccccc32)c(=O)nc2sc(CC(=O)N3CCOCC3)nn12	9	1.2	6	99	0.7	3	3	-1	-1
Cc1cc(N/C(=N\S(=O)(=O)c2ccc(Cl)cc2)c2ccc(F)cc2)no1	-8	0.5	-3	95	0.2	-2	-3	-8	10
COCCNC(=O)C1c2ccccc2C(=O)N(CCOC)C1c1ccc(F)cc1 (configuration not stated)	-9	-0.9	2	102	0.2	-6	-2	-19	13
CC(Oc1ccc2c(-c3ccccc3)cc(=O)oc2c1)C(=O)O (configuration not stated)	3	-0.2	-2	96	-0.7	3	-5	-3	23
CCOC(=O)CNC(=O)CSc1nnc(NC(=O)c2ccccc2Cl)s1	-14	-1.0	0	95	-0.4	-11	0	-6	-37
CCCCOc1ccc(-c2ncc(C(=O)OCC)c(N)n2)cc1	-12	0.6	1	102	1.6	-9	-3	-7	10
CCc1ccc(S(=O)(=O)Nc2ccc(O)c3c(=O)cc(-c4ccccc4Cl)oc23)cc1	nt	-2.0	6	91	-1.8	nt	-5	-12	5
Cc1ccc(C#N)c(SCc2ccccc2F)n1	-17	-2.3	-14	59	-0.8	7	2	-3	14
COc1ccc(C(=O)NCc2nnc(SCC(=O)Nc3ccc4c(c3)OCO4)o2)cc1	2	-1.0	-3	93	-0.1	-10	6	1	4
CCC(=O)Nc1ccc(C(=O)Nc2ccc3c(c2)C(=O)N(CC2CCCO2)C3=O)cc1 (configuration not stated)	-4	1.0	-2	97	1.1	-3	-1	-12	2
CCCCC(=O)Nc1cccc(-c2cn3ccccc3n2)c1	3	0.4	5	106	1.2	-20	6	-9	-9
O=C(CC(C(=O)O)c1ccc(Cl)cc1)c1ccc(Cl)c(Cl)c1 (configuration not stated)	-1	-0.8	7	104	1.9	-8	-11	-5	-3
COc1ccc(S(=O)(=O)N2CCOC2CNC(=O)C(=O)NCc2ccncc2)cc1OC (configuration not stated)	-6	0.0	5	99	-0.2	-15	-1	-4	7
C/C=C(\C)C(=O)NCCN1C2=NC[C@@H](C)N2C[C@@H]1Cc1ccc(OC)cc1	-1	0.4	17	118	-0.3	-8	-3	-3	9

Four entries from above in a different format.
Values run as follows: PfM18AAP inh, OXTR ag, MEKK2mut PB1 HTS, MEKK2 WT-MEK5, V1aR counter, GPR7 antag, GalR3 antagonist, OXTR potentiate, NALP1 inh
> O=C(CC(C(=O)O)c1ccc(Cl)cc1)c1ccc(Cl)c(Cl)c1 (configuration not stated)
→ -1, -0.8, 7, 104, 1.9, -8, -11, -5, -3
> COc1ccc(S(=O)(=O)N2CCOC2CNC(=O)C(=O)NCc2ccncc2)cc1OC (configuration not stated)
→ -6, 0.0, 5, 99, -0.2, -15, -1, -4, 7
> COCCNC(=O)C1c2ccccc2C(=O)N(CCOC)C1c1ccc(F)cc1 (configuration not stated)
→ -9, -0.9, 2, 102, 0.2, -6, -2, -19, 13
> C/C=C(\C)C(=O)NCCN1C2=NC[C@@H](C)N2C[C@@H]1Cc1ccc(OC)cc1
→ -1, 0.4, 17, 118, -0.3, -8, -3, -3, 9

Limited to NALP1 inh and V1aR counter, for some of the entries so far:
canonical_smiles	NALP1 inh	V1aR counter
CCOC(=O)c1cc2sccc2n1CC(=O)Nc1ccc(OC)cc1OC	37	-0.1
C[C@H](O)[C@@H](C(=O)N1CCN(C(=O)OC(C)(C)C)CC1)n1cc(CCCCNC(=O)OC(C)(C)C)nn1	12	0.7
CC(=O)CCc1oc2ccccc2c1-c1ccccc1	nt	-1.4

This is a random part of the collection; overall some 4.1% were active at least once.
